PNC assembly inh = High Content Assay for Compounds that inhibit the Assembly of the Perinucleolar Compartment; PC3M PTB-GFP, PNC prevalence imaging, 16 h; active compounds read low; activity change (PNC), negative = inhibition, % at 10 µM; 3.1% of 140,000 active;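 active = readout at or below -70, meaning at least 70% loss of cells showing the perinucleolar compartment, a nuclear body marking cancer cells; inconclusive = readout between -30 and a set limit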;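 also: plate controls were DMSO wells for no effect and camptothecin positive control wells for full effect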
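PC3M cells stably expressing PTB-GFP, 750–1000 cells/well, treated 16 h at 37 °C with compound (23 nl of library stock), in duplicate. After paraformaldehyde fixation and Hoechst stain, imaged at 20x; PNC prevalence scored by image analysis.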
IMPase inh = qHTS Assay for Identifying the Cell-Membrane Permeable IMPase Inhibitors; Inositol monophosphatase 1 (Rattus norvegicus), P97697; CHO-M1 cells, IP1 accumulation, HTRF TR-FRET ratio; inhibition (IP1 accumulation), % at 46.1 µM; 120,000 tested, under 10 active; AID 901, 2007; active = well fitted curve in the direction sought with a large enough effect in the signal ratio, not every such curve was filed as active; inconclusive = small, poorly fitted or top-dose-only effect, or a change in a side signal; inactive = no such curve, though single readings can be large or run the other way; the % refers to the signal ratio;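 also: cells stimulated with carbachol in lithium chloride buffer; plate controls were DMSO basal wells for no effect and reference inhibitor wells for full effect; higher means more IMPase inhibition seen as more IP1 and lower FRET ratio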
Target sequence (P97697 whole entry, looked up): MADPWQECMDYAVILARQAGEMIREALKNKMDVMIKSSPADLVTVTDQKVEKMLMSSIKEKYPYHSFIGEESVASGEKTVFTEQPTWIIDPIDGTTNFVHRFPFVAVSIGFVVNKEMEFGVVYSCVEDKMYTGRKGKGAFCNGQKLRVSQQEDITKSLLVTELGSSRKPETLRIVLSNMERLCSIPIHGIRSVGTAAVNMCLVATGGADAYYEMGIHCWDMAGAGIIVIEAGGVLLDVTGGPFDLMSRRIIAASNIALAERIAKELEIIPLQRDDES
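CHO-M1, 2000 cells/well, cultured 16–30 h; cpd up to 46 uM; carbachol (50 uM solution, stimulation buffer w/ 50 mM LiCl, pH 7.4), 30 min 37C; IP-One TR-FRET, 10 min RT; Ex 320/Em 665, 620; Hill-fit AC50.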
ALOX15B inhib = qHTS Assay for Inhibitors of 15-hLO-2 (15-human lipoxygenase 2). Polyunsaturated fatty acid lipoxygenase ALOX15B (Homo sapiens), O15296. purified 15hLO-2, xylenol orange hydroperoxide absorbance. Potency, µM (doses to about 57.1 µM), inactives show at the highest dose activity change, negative = inhibition, usual class: inhibitors. 0.56% of 110,000 active. AID 881, 2007; also: potency is read from the fitted curve at half-maximal effect; nearly all actives have a fitted effect of over 60% in size; many of its hits are not listed in these tables
Target sequence (O15296 whole entry, looked up): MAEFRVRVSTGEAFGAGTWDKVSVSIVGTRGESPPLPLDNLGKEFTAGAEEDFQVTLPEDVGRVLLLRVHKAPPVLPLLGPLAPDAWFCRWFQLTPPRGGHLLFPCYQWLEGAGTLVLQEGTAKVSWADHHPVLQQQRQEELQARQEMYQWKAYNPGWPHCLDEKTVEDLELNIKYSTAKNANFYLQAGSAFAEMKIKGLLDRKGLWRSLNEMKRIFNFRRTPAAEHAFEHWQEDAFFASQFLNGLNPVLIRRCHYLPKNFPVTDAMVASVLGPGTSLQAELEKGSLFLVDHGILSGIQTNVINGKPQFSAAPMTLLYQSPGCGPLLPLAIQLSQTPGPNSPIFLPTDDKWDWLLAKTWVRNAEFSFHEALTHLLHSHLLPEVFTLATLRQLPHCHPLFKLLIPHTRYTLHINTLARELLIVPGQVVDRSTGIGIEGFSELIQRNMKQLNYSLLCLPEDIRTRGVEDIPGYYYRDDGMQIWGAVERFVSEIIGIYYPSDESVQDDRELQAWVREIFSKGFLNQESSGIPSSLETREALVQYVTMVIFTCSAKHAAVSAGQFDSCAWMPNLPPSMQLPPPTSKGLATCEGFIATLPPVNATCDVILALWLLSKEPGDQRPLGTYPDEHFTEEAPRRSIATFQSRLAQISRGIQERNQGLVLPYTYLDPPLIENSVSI
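Purified human 15hLO-2 (50 nM) preincubated 15 min with compound, then 45 uM arachidonic acid for 90 min at RT in 25 mM Hepes pH 7.5, 0.01% Triton X-100. Hydroperoxide detected by Fe-xylenol orange; 573/405 nm absorbance ratio.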
ALOX12 inhib = qHTS Assay for Inhibitors of 12-hLO (12-human lipoxygenase) | Polyunsaturated fatty acid lipoxygenase ALOX12 (Homo sapiens), P18054 | purified 12-hLO, xylenol orange hydroperoxide absorbance | Potency, µM (doses to about 57.1 µM), for the others: at the top dose activity change, negative = inhibition, usual class: inhibitors | 0.12% of 150,000 active | AID 1452, 2008; also: potency is read from the fitted curve at half-maximal effect; nearly all actives have a fitted effect of over 55% in size; many of its hits are not listed in these tables
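Purified human 12hLO (150 nM), preincubated 15 min with compound, then 40 uM arachidonic acid for 30 min, room temperature, Hepes pH 7.0 with 0.01% Triton X-100. Hydroperoxide detected by ferrous iron/xylenol orange; 573/405 nm absorbance ratio gives reaction progress.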
An asterisk follows results filed as active; ? = inconclusive; / = no result given; [ ] = another dose, or the depositor's remark. Unless noted, calls follow the shape of the dose curve; as a rule, active = well fitted curve in the direction sought with a large enough effect; inconclusive = small, poorly fitted or top-dose-only effect, or another doubt; inactive = no such curve, though single readings can be large; an effect the other way counts as inactive or inconclusive. Unless noted, % is scaled to controls: 0 for no effect and ±100 for the full control effect. This is a subset; count on the stated rates, not on these rows.

SMILES	PNC assembly inh	IMPase inh	ALOX15B inhib	ALOX12 inhib
Cc1ccc(NS(=O)(=O)c2ccc(OCC(=O)NCc3ccncc3)cc2)cc1	?	-7	/	-8%
COc1ccc(N2C(=O)CC(n3c(CCCCO)nc4ccccc43)C2=O)cc1 (configuration not stated)	-28	-7	-28%	-3%
CC(=O)c1cc(-c2ccccc2)n(CC(=O)N2CCCCC2)c1C	-2	3	12%	-5%
CC(=O)N1CCCc2cc(S(=O)(=O)N(CC(C)C)CC(C)C)ccc21	-11	4	-16%	-8%
N#Cc1c(NC(=O)CCCC(=O)O)sc2c1CCCCC2	10	/	/	1%
CC(=O)OC1CCC23CC1(C)CCC2C(C)(C)CC3OC(C)=O (configuration not stated)	/	/	0%	-3%
COc1ccc(C2=C(Nc3ccccc3)c3ccccc3C2=O)cc1	?	-9	/	1%
CCOC(=O)N1CCN(C2CC(=O)N(c3ccccc3)C2=O)CC1 (configuration not stated)	-10	-1	-6%	-6%
O=C1CC(N2CCN(C/C=C/c3ccccc3)CC2)C(=O)N1CCc1ccccc1 (configuration not stated)	26	13	24%	0%
Cc1cc(C)cc(OCC(O)CN2C(=O)NC(C)(C)C2=O)c1 (configuration not stated)	12	-1	-1%	-6%
CCCNC(=O)CSc1nnc(-c2ccccc2Br)n1-c1cccc(C(F)(F)F)c1	?	0	/	1%
c1ccc(Nc2nc3ccccc3n3cnnc23)cc1	27	-1	/	2%
Cc1cc(NC(=O)CSc2ncnc3ccccc23)no1	-16	-11	-2%	6%
Cc1ccccc1CS(=O)(=O)Cc1ccc(C(=O)NCCCN2CCCC2=O)o1	-5	-4	6%	0%
CSc1nnnn1-c1cccc(O)c1	-29	0	-3%	-2%
c1ccc(-n2cnc3cc(NCc4ccncc4)ccc32)cc1	?	-4	39%[activator]	1%
CN(/N=C/c1ccc2c(c1)OCO2)c1ccccc1	82	-3	/	-2%
O=C1c2ccccc2C(Nc2ccc(S(=O)(=O)N3CCCCCC3)cc2)N1c1ccccn1 (configuration not stated)	-93*	3	3%	6%
COc1ccc(-c2nc(N)ncc2-c2csc(C)n2)c(O)c1	34	1	1%	-5%
COc1cc(C(=O)NNC2=NC(C)(C)Cc3cc(C)c(C)cc32)cc(OC)c1OC	?	-12	/	0%
O=S1(=O)CC(O)C(NCc2ccco2)C1 (configuration not stated)	-26	-9	0%	2%
CCc1ccc(N2CC(C(=O)Nc3nnc(CC)s3)CC2=O)cc1 (configuration not stated)	28	1	3%	9%
CCN1C(=O)/C(=C2\C=Cc3cc(C)ccc3N2CC)OC1=S	?	-4	/	-7%
Cc1cc(Nc2c(C)cccc2C)n2nc(C)nc2n1	32	10	3%	-4%

Laid out differently: four of the compounds above
Each structure is followed by: PNC assembly inh | IMPase inh | ALOX15B inhib | ALOX12 inhib
> COc1cc(C(=O)NNC2=NC(C)(C)Cc3cc(C)c(C)cc32)cc(OC)c1OC
  ? | -12 | / | 0%
> Cc1cc(Nc2c(C)cccc2C)n2nc(C)nc2n1
  32 | 10 | 3% | -4%
> CN(/N=C/c1ccc2c(c1)OCO2)c1ccccc1
  82 | -3 | / | -2%
> Cc1cc(NC(=O)CSc2ncnc3ccccc23)no1
  -16 | -11 | -2% | 6%

Next entries:
SMILES	PNC assembly inh	IMPase inh	ALOX15B inhib	ALOX12 inhib
CCOc1cccc(C(=O)NC(=S)Nc2cccc(C)c2)c1	-30	/	/	?
CCCCCCN(C(=O)CCCCCN1C(=O)NC(c2ccc(C(C)(C)C)cc2)C(C(=O)OCc2ccccc2)=C1C)C(C(=O)NCCCC)c1ccc(OCC(=O)OC)c(C(=O)OC)c1 (configuration not stated)	/	/	-3%	-4%
CC1=NN(C(=O)c2nn(C)cc2Br)C(O)(C(F)(F)F)C1 (configuration not stated)	48	/	/	-1%
COCCCNCCOCCOc1ccccc1-c1ccccc1	-17	/	/	-1%
CCOC(=O)N1CCN(C(=S)Nc2ccc(C)cc2)CC1	-29	/	/	0%
CN(C)c1nc(N)nc(-c2nc3ccccc3s2)n1	-29	-2	0%	-8%
CC(=O)Nc1cccc(NC(=O)CSc2nnnn2C(C)C)c1	?	6	1%	0%
Cc1cc(NC(=O)C(=O)NCCN2CCN(C(=O)c3cccs3)CC2)ccc1Br	-100*	-14	/	4%
Cn1c(=O)[nH]c(=O)c2c1nc(CN1CCN(c3ccccc3F)CC1)n2CC(N)=O	?	-7	/	1%
COc1ccc(C(=O)N2CCC3(CC2)CN(c2ccncc2)C3)cc1	/	/	11%	2%
CCNC(=S)SCCOc1ccccc1C	?	-1	/	-13%
COc1cc(CCC(=O)OCC(=O)Nc2c(C)cccc2C(C)C)cc(OC)c1OC	-18	-6	/	3%
NC(=O)c1sc2nc(N3CCCCC3)c3c(c2c1N)CCCC3	-16	-12	-5%	-17%
O=C(C1CCN(c2nnnn2-c2ccccc2)CC1)N1CCN(c2ccccc2)CC1	-19	-5	-4%	0%
CCCCC(=O)Nc1ccc(NC(=O)c2cccnc2)cn1	13	-1	2%	1%
CCOc1cc(CNc2ccccc2SC)ccc1O	19	11	?	-13%
CC(=O)Nc1sc(C)c(C)c1C(=O)Nc1ccc(C)cc1	-4	-2	-3%	4%
Cc1ccc(C)c(N2CCN(CC(=O)Nc3ccc4[nH]c(=O)[nH]c4c3)CC2)c1	23	-6	/	5%
Cc1cc(C)cc(NC(=O)C2CCN(c3nccs3)CC2)c1	48	3	1%	1%
CN(C)S(=O)(=O)c1cc(S(=O)(=O)N(C)C)c(Cl)cc1N	10	4	-4%	2%
CC1(C)C2CCC1(CS(=O)(=O)Nc1ccc(S(=O)(=O)N3CCCC3)cc1)C(=O)C2 (configuration not stated)	67	/	/	-2%
Cc1ccc2c(c1)CCCN2C(=O)c1ccoc1C	5	1	-27%	-6%
Cc1ccc(CNC(=O)C2CCC(CNc3c(N4CCOCC4)c(=O)c3=O)CC2)cc1 (configuration not stated)	-22	1	-2%	2%
CCOc1ccc(CCNC(=O)Cn2cccc2C(=O)c2ccccc2C)cc1OCC	78	/	/	-2%

4 of the compounds above, with two lines to a compound:
Every second line gives: PNC assembly inh | IMPase inh | ALOX15B inhib | ALOX12 inhib
- CC(=O)Nc1sc(C)c(C)c1C(=O)Nc1ccc(C)cc1
    -4 | -2 | -3% | 4%
- CCCCC(=O)Nc1ccc(NC(=O)c2cccnc2)cn1
    13 | -1 | 2% | 1%
- Cc1ccc(C)c(N2CCN(CC(=O)Nc3ccc4[nH]c(=O)[nH]c4c3)CC2)c1
    23 | -6 | / | 5%
- CC1(C)C2CCC1(CS(=O)(=O)Nc1ccc(S(=O)(=O)N3CCCC3)cc1)C(=O)C2 (configuration not stated)
    67 | / | / | -2%

Next section:
SMILES	PNC assembly inh	IMPase inh	ALOX15B inhib	ALOX12 inhib
Cc1ccc(NC(=O)COC(=O)c2cc(Cl)cc(Cl)c2)c(Br)c1	-21	/	/	-2%
O=C(NCCSCc1ccccc1)c1ccc(F)cc1	-6	/	/	-4%
Cn1c(O)c(N=NC(=O)CNC(=O)c2ccco2)c2ccccc21	13	16	/	3%
Brc1cccc(C2CC(c3ccccc3)n3nnnc3N2)c1 (configuration not stated)	4	1	27%	-12%
COC(=O)N1CCC2(CC1)CN(c1ccncc1)C2	/	/	5%	2%
COc1ccc(/C=C2\SC(=S)N(CCC(=O)NC3=NCCS3)C2=O)cc1OC	-6	/	/	0%
S=C(NCCN1CCOCC1)Nc1cccc(Cl)c1	16	/	/	-4%
CCOc1cc(CNC(=O)CN2C(=O)c3ccccc3S2(=O)=O)ccc1OC	29	9	5%	-3%
CC(O)Cc1nsc(NC(=O)c2ccc(Br)o2)n1 (configuration not stated)	?	-1	-2%	-1%
CC(=O)c1ccc(N2CCN(C(C)C(=O)NC3CCCc4ccccc43)CC2)cc1 (configuration not stated)	?	8	/	-1%
c1coc(CN2CCN(C(c3cccs3)c3nnnn3C3CCCC3)CC2)c1 (configuration not stated)	-15	6	-2%	2%
COc1cccc2cc(C(C)N(CCCN3CCOCC3)C(=O)Nc3ccc(Cl)cc3)oc12 (configuration not stated)	-1	-1	4%	-23%
O=C(CN(Cc1ccco1)C(=O)CNS(=O)(=O)c1ccccc1)NC1CCCCC1	?	3	-3%	-2%
Cc1ccc(-n2nnc3c(=O)n(CC(=O)N4CCCC4)cnc32)cc1	-12	1	-4%	5%
CCOC(=O)c1c(NC(=O)c2cccnc2Cl)sc(C(=O)N(C)C)c1C	?	/	/	-2%
CC(=O)NCC(=O)OCC(=O)c1ccc(C)cc1	7	5	-3%	0%
O=C1CC(=O)C(n2cncn2)C(c2c(F)cccc2Cl)C1 (configuration not stated)	?	8	0%	-2%
COc1ccc(S(=O)(=O)NCC(=O)N(CC(=O)NCC2CCCO2)c2c(C)cccc2C)cc1 (configuration not stated)	-21	6	-7%	-8%
Cc1cc2cc(CCNC(=O)c3ccc(Br)o3)c(=O)[nH]c2cc1C	142	-2	12%	-8%
Cc1ccc(-c2cc(C(F)(F)F)n3nc(C(=O)NCCCn4ccnc4)cc3n2)cc1C	18	23	42%[activator]	-1%
COc1ccc(C(=O)CSc2nnc(CN3CCCCC3)n2-c2ccc(Cl)cc2)cc1OC	75	/	/	-1%
O=C(CSc1ncn(-c2ccccc2)n1)Nc1nc2ccccc2s1	31	5	-16%	-19%
Cc1ccc(COc2cccc3c2CCN(Cc2ccc(F)cc2)C3=O)cc1	-8	12	/	-7%
O=C(c1cc(C(F)(F)F)cc(C(F)(F)F)c1)N1CCC[C@@]2(CCN(c3ccccn3)C2)C1	/	/	35%[activator]	-1%
CN1Cc2c(N)cccc2[C@H](c2ccccc2)C1	/	-4[20.6 µM]	14%[25.6 µM]	?
c1ccc(-n2nnnc2-n2ccnc2)cc1	?	8	-2%	-7%
Nc1nc(SCc2ccc([N+](=O)[O-])cc2)c2ncn(C3OC(CO)C(O)C3O)c2n1 (configuration not stated)	?	-1	/	-4%
COC(=O)c1cc2ccsc2n1CC(=O)N1CCCc2ccccc21	-23	1	-14%	-15%
CCOc1cc(/C=C(\C#N)C(N)=O)ccc1OS(=O)(=O)c1ccccc1	-12	/	/	-10%
COC(=O)c1ccc2c(c1)c(I)c(-c1ccc(OC)cc1)n2C	/	/	10%[0.0915 µM]	0%[0.00818 µM]
O=C(OC1Cc2c(O)cc(O)cc2OC1c1cc(O)c(O)c(O)c1-c1c(C2Oc3cc(O)cc(O)c3CC2O)cc(O)c(O)c1O)c1cc(O)c(O)c(O)c1 (configuration not stated)	/	/	-21%	-26%
CN(CC(=O)NCc1cccnc1)S(=O)(=O)c1ccc2c(c1)c(=O)n(C)c(=O)n2C	?	5	-1%	5%
COCCOC(=O)C(C#N)c1nc2ccccc2nc1N1CCCC1 (configuration not stated)	42	1	-19%	-10%
O=C(Cn1cccc1C(=O)c1ccccc1)NCc1ccco1	34	4	-4%	-3%
CCC(C(=O)NC1CCCC1)N(Cc1ccco1)C(=O)Cn1nnc(-c2ccc(C)cc2)n1 (configuration not stated)	10	11	2%[2.29 µM]	-17%
Cc1ccccc1Cn1cc(NC(=O)c2cc(-c3cccs3)on2)cn1	35	-3	-19%	-1%
CS(=O)(=O)N(CC(N)=O)c1ccc2c(c1)OCO2	?	-4	-5%	2%

High-throughput results: PubChem, National Center for Advancing Translational Sciences (NCATS)
